NTR1 ag – agonists of NTR1, primary screen, imaging, U2OS cells, beta-arrestin-GFP, high content (AID 493036); NTR1-U2OS beta-arrestin-GFP spot imaging, agonist mode; actives 0.17% (n = 330,000); activation, % at 20 µM;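 active = activation at or above 40% of the spot to cytoplasm intensity ratio, with at least 20 cells analyzed; inconclusive = wells under 20 cells, flagged as cytotoxic or low count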;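 also: 0% = DMSO without peptide and 100% = 100 nM NTR1 peptide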
Target sequence (P30989 whole entry, looked up): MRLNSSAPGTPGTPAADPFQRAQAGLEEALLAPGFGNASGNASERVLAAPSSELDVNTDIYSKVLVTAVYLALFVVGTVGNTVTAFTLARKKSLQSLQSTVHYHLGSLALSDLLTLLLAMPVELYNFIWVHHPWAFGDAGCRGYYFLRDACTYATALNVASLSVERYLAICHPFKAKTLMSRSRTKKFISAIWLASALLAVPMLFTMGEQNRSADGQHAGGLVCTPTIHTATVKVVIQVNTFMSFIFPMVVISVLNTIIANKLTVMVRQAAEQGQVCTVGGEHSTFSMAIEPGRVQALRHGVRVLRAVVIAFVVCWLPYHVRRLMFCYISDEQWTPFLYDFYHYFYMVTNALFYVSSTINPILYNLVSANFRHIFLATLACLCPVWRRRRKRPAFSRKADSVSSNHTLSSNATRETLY
Salmonella PhoP GFP – PhoP-dependent GFP reporter repression – Salmonella Typhimurium, primary screen (AID 1863); actives 0.16% (n = 300,000); one-dose inhibition, % at 50 µM; IC50 in µM for titrated hits; S. Typhimurium PhoP-regulated promoter GFP reporter, 4 h; higher % means a stronger effect;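 active = inhibition over 29.93%, a cutoff 3 SD above the screen mean, later confirmed by dose response; inconclusive = inhibition over 29.93% but no dose response follow-up; inactive = inhibition at most 29.93% or unconfirmed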;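 also: 0% = low Mg2+ inducing control and 100% = high Mg2+ repressing control; strong numbers were not always called active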
GPR55 LPI antagonism – GPR55 antagonists blocking LPI-driven arrestin recruitment, primary screen, imaging, U2OS, beta-arrestin-GFP, LPI agonist (AID 2013); inhibition, % at 10 µM, or IC50 in µM where a hit was titrated; actives 0.13% (n = 290,000); U2OS GPR55 beta-arrestin-GFP translocation imaging, LPI antagonism; higher % means a stronger effect;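 active = spots per cell inhibited over 60%, with over 100 cells counted and total cytoplasm intensity under 500,000; inconclusive = wells with under 100 cells, flagged as likely toxic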;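 also: U2OS cells stably carrying GPR55 and arrestin-GFP stimulated by 5 µM LPI near EC80; imaged beta-arrestin-GFP aggregate spots per cell after agonist stimulation; plate controls were LPI-stimulated DMSO wells for no effect and DMSO wells without LPI for full effect; some results filed as inactive read as strong as hits; confirmed hits need IC50 under 10 µM and bright autofluorescent wells are also inconclusive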
HIV peptide binding – cell-free HIV fusion peptide-binding blockers – biochemical, uHTS, fluorescence dequenching, primary screen (AID 1986); cell-free peptide binding, fluorescence dequenching, 30 min; higher % means a stronger effect; one-dose inhibition, % at 20 µM; IC50 in µM for titrated hits; actives 0.3% (n = 290,000); in the data active = inhibition mostly above about 52%, no sharp cut-off; inactive = mostly below about 76%; also: some results filed as inactive read as strong as hits
LYP inhibition – PTPN22 lymphoid phosphatase activity blockers – biochemical, fluorescence intensity, uHTS (AID 1779); recombinant LYP phosphatase, fluorescence intensity; higher % means a stronger effect; one-dose inhibition, % at 11.5 µM; IC50 in µM for titrated hits; actives 0.054% (n = 290,000); in the data active = inhibition above about 50%;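 also: plate controls were vehicle with enzyme for no effect and no enzyme for full effect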
MgcRacGAP inhibition – MgcRacGAP GTPase-activating activity inhibitors, confirmation, biochemical, ADP Hunter fluorescence; inhibition, % at 30 µM; hits with a dose series show IC50 in µM; actives 0.6% (n = 340,000); AID 624330; MgcRacGAP-stimulated Rac1 GTP hydrolysis, ADP Hunter fluorescence; higher % means a stronger effect; GST-tagged Rac1 F28L mutant substrate;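 active = first-screen hits whose inhibition reached a set limit at any dose in the follow-up dose series; inconclusive = inhibition above the set first-screen limit but never retested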;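 also: fluorescence reports GDP produced by GAP-driven GTP hydrolysis; strong numbers were not always called active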
GPR35 antagonists – inhibition of zaprinast-stimulated GPR35 beta-arrestin translocation – imaging, U2OS, beta-arrestin-GFP, zaprinast agonist, primary screen (AID 2058); U2OS GPR35 beta-arrestin-GFP translocation imaging, zaprinast antagonism; higher % means a stronger effect; one-dose inhibition, % at 10 µM; IC50 in µM for titrated hits; actives 0.052% (n = 290,000);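 active = inhibition of at least 50% with at least 30 cells and total cytoplasm GFP at most 10,000,000; inconclusive = under 30 cells or total GFP of 10,000,000 plus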
Myeloid diff MLP – promotes myeloid progenitor differentiation. ER-HoxA9 myeloid progenitors, lysozyme-GFP differentiation, flow cytometry. calls only at 10 µM. actives 1% (n = 360,000);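 active = normalized GFP-positive differentiation at or above the plate's own cutoff, the solvent-only control mean plus 3 SD; inconclusive = no clear call, values can overlap the other calls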;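 also: cells exposed to compound for four days before flow analysis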
Siah-1 displacement – blockers of Siah-1 interaction with plectin peptide – biochemical, fluorescence polarization, rhodamine-plectin, uHTS, primary screen (AID 1817); actives 0.02% (n = 290,000); displacement, % at 20 µM; hits with a dose series show IC50 in µM; Siah-1 / rhodamine-plectin peptide fluorescence polarization; higher % means a stronger effect;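 active = displacement of at least 50% at 20 µM, with a fluorescence ratio check between 0.3 and a set limit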;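 also: plate controls were Siah plus tracer with DMSO for no effect and tracer alone without Siah for full effect; strong numbers were not always called active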
NTR1 ag cell count 20 µM – further read-out of NTR1 ag, marked with its call; cell count; measured here: cell count, cytotoxicity flag
Myeloid diff MLP GFP+ MAC1+ % – second read-out of Myeloid diff MLP, no call of its own (marks repeat the call); GFP+ MAC1+ double positive, %; measured here: differentiation confirmed by MAC1 staining
The depositor's hits bear a star; i = inactive; ? = inconclusive; . = not tested or not shown; + = active, no number; & = joins results of further samples. Random draw from the library; overall some 2.4% were active at least once.

SMILES | NTR1 ag | NTR1 ag cell count 20 µM | Salmonella PhoP GFP | GPR55 LPI antagonism | HIV peptide binding | LYP inhibition | MgcRacGAP inhibition | GPR35 antagonists | Myeloid diff MLP | Myeloid diff MLP GFP+ MAC1+ % | Siah-1 displacement
O=C(c1cc2cc3ccc(Cl)cc3nc2o1)N1CCCCCC1 | 1.8 | 55 | -3% | 4% | 1.2% | -4% | 10% | -12% | i | 0.5 | 5%
COc1cccc2cc(C(=O)N(C)C)c(=O)oc12 | 1.6 | 85 | -2% | 12% | 1.0% | -6% | 3% | 6% | i | 0.9 | -2%
CCCn1ncc(CN2CCC(CO)(CC3CCCCO3)CC2)c1C (centres undefined) | 0.7 | 49 | -10% | 0% | 0.4% | -8% | 7% | 15% | . | . | -2%
O=C(COc1ccccc1Cl)Nc1ccccc1C(=O)N1CCCCC1 | 1.3 | 63 | -6% | -6% | -0.4% | -9% | 8% | -2% | i | 0.8 | 3%
CCOC(=O)c1sc(=NC(=O)c2cc(OC)c(OC)c(OC)c2)n(C)c1C | 1.2 | 45 | -3% | 0% | -0.9% | -10% | 3% | -14% | i | 11 | -1%
CC(C)Cc1nc2oc3c(Cl)ncnc3c2c2c1CCC2 | 11 | 23 | 1% | 7% | -0.9% | -3% | 6% | 17% | ? | . | 0%
CCOC(=O)C1=C(C)N=c2s/c(=C\c3cccc(OCC(=O)O)c3)c(=O)n2C1c1ccccc1 (centres undefined) | 6.0 | 52 | -2% | 9% | 27% | 4% | 15% | -11% | i | 0.6 | -1%
COC(=O)c1nnc(-c2ccccc2)nc1OC | 0.0 | 54 | -7% | 3% | -1.5% | -8% | 5% | 23% | i | 0.6 | -5%
Cc1cccc(C(CC(=O)N2CCCCC2)c2ccccc2)c1O (centres undefined) | -0.3 | 52 | -1% | 11% | 1.5% | -8% | 5% | -15% | i | 0.4 | 3%
COc1ccc(S(=O)(=O)NC(C)C(=O)Nc2ccc3c(c2)OCCO3)cc1OC (centres undefined) | 0.3 | 51 | -6% | -1% | 1.2% | -10% | 10% | 6% | i | 0.5 | -3%
Cc1ccccc1-c1ncc(CN2CCN(C3CCCC3)C(CCO)C2)cn1 (centres undefined) | 0.2 | 55 | 0% | 7% | 0.5% | -9% | 7% | 17% | i | 0.4 | 0%
CC1CCCC(C)N1S(=O)(=O)c1ccc(S(=O)(=O)NCc2ccccc2)cc1 (centres undefined) | 2.5 | 54 | 3% | -3% | -1.6% | 1% | 3% | 7% | i | 4.1 | 7%
COc1ccc(Cc2nc3ccc(C(=O)N(C)CCCN4CCOCC4)cc3o2)cc1 | 0.3 | 52 | -4% | -2% | 2.6% | -8% | 6% | -3% | i | 3.4 | 5%
CCOC(=O)c1sc(C)c(C(=O)NC2CCCCC2)c1N | 0.1 | 56 | -3% | -4% | 1.8% | -4% | 5% | 12% | i | 0.7 | 4%
O=C(NNc1ncccc1Cl)c1c(Cl)cccc1Cl | 0.9 | 69 | 9% | 0% | -0.7% | -4% | 4% | 13% | i | 0.9 | 5%
CC(C)NCC(O)COc1ccc(CCOCC2CC2)cc1 (centres undefined) | 1.8 | 62 | 2%&-6% | -7%&6% | -0.7%&-0.2% | -8%&-8% | 7% | -14%&0% | i | 3.9 | -1%&8%
CNC(=O)COC(=O)c1ccccc1Oc1ccccc1 | -2.7 | 100 | 6% | -8% | -1.4% | -10% | 1% | -14% | i | 1.4 | 3%
CCOC(=O)C1=C(C)N(c2ccccc2)C(=O)NC1c1cccc([N+](=O)[O-])c1 (centres undefined) | 3.1 | 42 | 9% | 4% | -2.3% | 44% | -13% | -4% | i | 0.6 | -1%
Cc1ccc(NC(=S)N2CCCC2)cc1Cl | 0.7 | 50 | -7% | 14% | -0.9% | -4% | 3% | -6% | i | 0.2 | 6%
O=C(O)CN1C(=O)C2(OCCCO2)c2ccccc21 | -1.8 | 56 | -18% | 12% | -1.9% | -6% | 6% | -4% | i | 0.4 | 6%
S=C(c1ccc(-c2ccc(Cl)cc2)o1)N1CCCCC1 | 11 | 81 | -1% | 2% | 0.9% | 6% | 10% | 1% | i | 5.7 | 6%
COc1cccc(-c2csc(NC(=O)Oc3ccccc3)n2)c1 | 0.2 | 46 | 1% | 2% | -2.6% | -6% | 6% | 3% | i | 14 | -2%
Cc1ccc2c(c1)c1c(n2CC(O)CN2CCCCCC2)CCCC1 (centres undefined) | 3.9 | 81 | -3% | 24% | 1.7% | 0% | 4% | 9% | i | 0.4 | 0%
Cc1ccc(C)c(N=Nc2nc3ccccc3n2C)c1 | 3.6 | 50 | 10% | -19% | -1.6% | -2% | 5% | 8% | + | 26* | 6%
COc1cc2c(CCNC(C)=O)c[nH]c2cc1Cl | 2.1 | 55 | 8% | . | . | . | 7% | . | i | 2.7 | .
O=C(NCC1CCCO1)c1sc(=S)n2c1[nH]c(=O)c1ccc(C(=O)N3CCCCC3)cc12 (centres undefined) | 0.9 | 77 | -4% | 11% | 0.1% | 8% | 12% | -1% | i | 0.2 | -3%
CCCc1[nH]nc2c1C1(C(=O)N(C(C)C)c3ccccc31)C(C#N)=C(N)O2 (centres undefined) | 1.2 | 47 | -1% | 2% | 0.6% | -1% | 4% | 8% | i | 5.6 | 2%
CC(C)(C)OC(=O)N1CC(O)CC1C(=O)OCC(=O)c1ccccc1 (centres undefined) | -2.8 | 92 | 5% | 7% | 0.0% | -6% | 6% | 17% | i | 1.5 | -3%
CCCCN(CCCC)C(=O)CSc1nnc(-c2cc(OC)c(OC)c(OC)c2)o1 | -0.4 | 62 | -1% | 0% | 0.3% | -8% | 4% | 16% | i | 5.0 | -4%
CCCCCCc1nnc(NC(=O)c2ccco2)s1 | 1.8 | 65 | -8% | 4% | -0.8% | -11% | 12% | -1% | i | 0.8 | -4%
CCOC(=O)c1[nH]c2ccc(OC)cc2c1NC(=O)/C=C/c1ccc2c(c1)OCO2 | 13 | 76 | 5% | 20% | -2.4% | -4% | 4% | 3% | i | 0.6 | -7%
COc1cc(NC(=O)CSc2nnc3c(n2)[nH]c2ccc(S(=O)(=O)NC(C)C)cc23)cc(OC)c1OC | -0.8 | 50 | 7% | -1% | 4.5% | 1% | 7% | -14% | i | 0.4 | 16%
COc1ccc(-c2cc(=O)c3cc(OC)ccc3[nH]2)cc1 | 8.0 | 54 | -12% | 0% | 0.4% | -7% | -1% | 1% | + | 8.4* | 2%
Cc1ccc(CNC(=O)COc2cc(O)c3c(c2)OC(C)(C)CC3=O)cc1 | 1.9 | 74 | . | 22% | -0.5% | -6% | 1% | 0% | i | 2.8 | 1%
CCc1nonc1NC(=O)c1oc2ccc(Br)cc2c1C | 0.0 | 76 | 4% | 21% | 1.5% | -5% | 6% | 8% | i | 0.9 | -3%
Cc1c(N(C)C)nc2ccccc2c1N | -1.0 | 61 | -6% | -5% | 1.1% | -3% | 102µM* | -7% | i | 0.7 | 3%
CCS(=O)(=O)N1CCN(CC2CC3C=CC2C3)CC1 (centres undefined) | 0.6 | 74 | -2% | 14% | 2.2% | -2% | 4% | 26% | i | 0.6 | -4%
NC[C@@]12CCCC1C1CCC2C1 (some centres undefined) | 0.8 | 44 | 30% | -4% | -2.7% | -7% | . | -1% | . | . | 0%
Nc1nc2n(n1)C(c1cccc(Br)c1)CC(c1ccccc1)N2 (centres undefined) | 0.4 | 38 | -1% | -2% | -3.2% | 1% | 4% | -17% | i | 1.6 | -1%
O=C1CCCN2N=C(SCC(=O)Nc3nc4ccccc4s3)SC2=N1 | 2.7 | 33 | -3% | 9% | -1.2% | -5% | 8% | 10% | i | 0.7 | 4%
O=C(CC1C(=O)NCCN1Cc1c(F)cccc1Cl)NCCCN1CCCC1=O (centres undefined) | -1.0 | 59 | -3% | 10% | 1.7% | -4% | 7% | -12% | i | 0.0 | 2%
CCOc1ccc(C(=O)Nc2cccc(NC(=O)c3cccs3)c2)cc1[N+](=O)[O-] | . | . | 8% | -2% | -0.7% | 6% | 3% | -8% | i | 0.2 | 8%
CC1(C)N=C(N)NC(Nc2ccc(Br)cc2)=N1 | 0.1 | 71 | 2% | -14% | -2.8% | -1% | -6% | -6% | + | 3.4* | 2%
Cc1cc(NC(=O)COC(=O)CCS(=O)(=O)c2cc(Cl)ccc2Cl)no1 | 1.4 | 47 | 5% | -2% | 1.2% | -10% | 6% | -8% | i | 0.8 | 2%
CCOC(=O)CNC(=O)c1ccc(C)cc1 | 0.3 | 59 | 14% | -13% | 0.0% | -5% | 3% | 6% | i | 0.9 | 0%

Compound profiles (already shown). Order of screens: NTR1 ag | NTR1 ag cell count 20 µM | Salmonella PhoP GFP | GPR55 LPI antagonism | HIV peptide binding | LYP inhibition | MgcRacGAP inhibition | GPR35 antagonists | Myeloid diff MLP | Myeloid diff MLP GFP+ MAC1+ % | Siah-1 displacement
O=C1CCCN2N=C(SCC(=O)Nc3nc4ccccc4s3)SC2=N1 as listed: 2.7 | 33 | -3% | 9% | -1.2% | -5% | 8% | 10% | i | 0.7 | 4%
CCCCN(CCCC)C(=O)CSc1nnc(-c2cc(OC)c(OC)c(OC)c2)o1 as listed: -0.4 | 62 | -1% | 0% | 0.3% | -8% | 4% | 16% | i | 5.0 | -4%
Cc1c(N(C)C)nc2ccccc2c1N as listed: -1.0 | 61 | -6% | -5% | 1.1% | -3% | 102µM* | -7% | i | 0.7 | 3%
COc1ccc(S(=O)(=O)NC(C)C(=O)Nc2ccc3c(c2)OCCO3)cc1OC (centres undefined) as listed: 0.3 | 51 | -6% | -1% | 1.2% | -10% | 10% | 6% | i | 0.5 | -3%
